RmlC RmlD mix = inhibitors of RmlC and RmlD coupled enzymes; RmlC/RmlD coupled enzyme inhibition, 384-well mixture HTS; inhibition, % at 5.5 µM; 0.39% of 110,000 active; in the data active means inhibition above about 30%, passing the limit was not always enough; further: strong numbers were not always called active
HIV RNase H inh = blocks HIV-1 RNase H cleavage of RNA/DNA duplex. RT-RNase H RNA/DNA duplex cleavage, fluorescence. P04585. inhibition, % at 10 µM. 1.9% of 65,000 active; in the data active means inhibition above about 50%
Starred values were filed as active, the others as inactive; . = no result given.

SMILES | RmlC RmlD mix | HIV RNase H inh
C/C=C\C=C\C(=O)N1CC2(CC(c3cccc(NC(=O)/C(C)=C\C)c3)=NO2)C[C@H]1C(N)=O (some centres undefined) | -1 | .
O=C(CSc1ccccn1)N1CCN(c2ccc(Cl)cc2)CC1 | 8 | .
O=C(CC1Oc2ccccc2NC1=O)NC1CCCC1 (centres undefined) | 9 | -7
CCOC(=O)c1[nH]c2c(c1C)C(=O)CC(c1ccc(N(C)C)cc1)C2 (centres undefined) | 4 | 1
Cn1c(=O)c(C(=O)COC(=O)c2cc(C3CC3)nc3ccccc23)c(N)n(Cc2ccccc2)c1=O | 7 | .
CCOc1ccc(Nc2nc3cc(S(=O)(=O)N(CC)CC)ccc3o2)cc1 | -10 | .
Cn1cc(C(=O)NCCN2CCN(c3ccccc3F)CC2)c2c3ccccc3n(C)c2c1=O | . | 0
CCc1c(C)nc2ncnn2c1N1CCCC(C(=O)NCCc2ccc(OC)cc2)C1 (centres undefined) | -4 | -1
Cc1n[nH]c(C)c1S(=O)(=O)N1CCCC(C(=O)NCc2cccs2)C1 (centres undefined) | -5 | -18
O=C(COc1ccc(Cl)cc1Cl)N1CCN(C/C=C/c2ccccc2)CC1 | -79 | .
COc1cccc(C(=O)Nc2ccc(NC(=O)c3ccco3)nc2)c1 | 5 | -2
Cc1nn(Cc2ccc(Cl)cc2Cl)c(Cl)c1/C=C/C(=O)OCC(=O)NCC(F)(F)F | 6 | .
Cc1noc(C)c1CSCC(=O)Nc1nc2ccc(Oc3ccccc3)cc2s1 | 9 | .
CCN(CCCNC(=O)C1CCN(S(=O)(=O)CC)CC1)c1ccccc1 | 6 | 5
CC1CCN(CCCNC(=O)c2cc3c(=O)n(C)c4ccccc4c3n2C)CC1 | -4 | 2
CC(C)(C)NCC(O)c1cc(O)cc(O)c1 (centres undefined) | -5 | -8
O=C(N/N=C/c1ccc(OC(=O)c2cccs2)cc1)c1ccc(F)cc1 | -10 | .
O=C(CSc1nnc(Cc2ccccc2)o1)N1CCc2ccccc21 | -34 | -3
O=C(Nc1nc2ccccc2s1)C1CC(=O)N(c2ccc(F)cc2)C1 (centres undefined) | -23 | .
O=C(CSc1nnc(-c2ccccn2)n1Cc1ccco1)c1ccc(Cl)cc1 | -7 | -35
CCOC(=O)c1ccc(NC(=O)CSCc2ccco2)cc1 | -8 | 6
N#Cc1c(-c2ccccc2)c(-c2ccccc2)nn(CC(=O)NNC(=O)Nc2ccc(Cl)c(Cl)c2)c1=O | 4 | .
O=C(O)CCC(=O)N1CCN(c2ccc(C(=O)c3ccc(F)cc3)cc2)CC1 | -10 | -14
O=C(NCc1cn(-c2ccccc2)nc1-c1ccccc1)c1cc([N+](=O)[O-])cc([N+](=O)[O-])c1 | -27 | .
COc1ccc(OC)c(S(=O)(=O)NCC2CCCO2)c1 (centres undefined) | 14 | -10

Next compounds follow.
SMILES | RmlC RmlD mix | HIV RNase H inh
COC(=O)C1C(O)=C(C=NCc2ccccc2)C(=O)CC1(C)C (centres undefined) | 1 | .
CCN(CC)S(=O)(=O)c1cccc(-c2nnc(SCC(=O)c3ccc(Cl)s3)n2C)c1 | -8 | 11
CCOC(=O)c1c(N=CN(C)C)c(C#N)n2c1CCC2 | 8 | -16
CSc1nncc(/C(C)=N\Nc2cccc(C)c2)n1 | -1 | .
CCP(=O)(CC)c1cccc(N)c1 | 5 | -27
COc1ccc(-c2nc(N3CCCCCC3)sc2C(=O)c2ccccc2)cc1 | -8 | .
CCCCC1=CC2=CC(=O)C(C)(OC(=O)CC)C(=O)C2=CN1CCc1ccc(Br)cc1 (centres undefined) | 10 | .
CC(C)NC(=O)c1cnn2c1NC(c1cccs1)CC2C(F)(F)F (centres undefined) | -1 | .
CCOc1cccc(C(=O)NC2CCCCC2)c1 | -11 | 2
Cc1ccc(S(=O)(=O)N2CCOCC2)cc1C(=O)NCc1cccnc1 | 5 | .
CCCn1cc2c(c1-c1cccc(C)c1)c(=O)n(C)c(=O)n2C | -211 | -6
CCCCn1c(N)c(Sc2ccc(Cl)cc2)c(=O)[nH]c1=O | -7 | .
CCOC(=O)C1=C(C)NC(=S)N(C(C)=O)C1c1ccccc1 (centres undefined) | 7 | .
CN(c1ccccc1C(=O)Nc1ccc2c(c1)OCCO2)S(C)(=O)=O | 6 | 4
CCC(=O)Nc1cccc(C2=NOC3(C2)C[C@@H](C(N)=O)N(C(=O)c2ccccc2C(=O)c2ccccc2)C3)c1 (some centres undefined) | 15 | .
CC(C)CC(=O)Nc1cccc(C(=O)Nc2ccccc2C(=O)O)c1 | 64 | .
O=S(=O)(Nc1ccccn1)c1ccc(C2CCCCC2)cc1 | -9 | -16
COCCCNC(=O)c1cn(C)c(=O)c2cc(OC)c(OC)cc12 | 0 | 5
C=CCOC(=O)C1=C[C@H](c2ccccc2)[C@@H](CCCO)[C@H](OCC)O1 | -12 | .
CC(C)Sc1nc(-c2cccs2)nc2c1c(=O)n(C)c(=O)n2C | 8 | 74*
CCOC(=O)C1CCN(C(=O)Cc2c(C(=O)O)n(C)c3ccccc23)CC1 | . | -3
COc1ccc2[nH]c(=O)c(CN(Cc3nnnn3CCc3ccccc3)CC3CCCO3)cc2c1 (centres undefined) | . | -1
C[C@@]12CCC=C[C@H]1[C@H](c1ccc3ccccc3c1/C=C/c1ccccc1)N(Cc1ccccc1)C2=O | -2 | .
COc1ccc(NC(=O)c2cc3c(s2)CCC3)cc1S(=O)(=O)N1CCOCC1 | 28 | .
Cc1cccc(C(=O)Nc2cc(OCc3cccc(F)c3)c(Cl)cc2Cl)c1 | 91 | .

Entries of single compounds, looked up by structure. Order of screens: RmlC RmlD mix	HIV RNase H inh
Profile of Cc1noc(C)c1CSCC(=O)Nc1nc2ccc(Oc3ccccc3)cc2s1 : 9	.
Profile of O=C(O)CCC(=O)N1CCN(c2ccc(C(=O)c3ccc(F)cc3)cc2)CC1 : -10	-14
Profile of Cn1cc(C(=O)NCCN2CCN(c3ccccc3F)CC2)c2c3ccccc3n(C)c2c1=O : .	0

The list goes on:
SMILES | RmlC RmlD mix | HIV RNase H inh
CO/N=C\C(=N\Nc1ccc(OC)cc1)C(=O)c1ccccc1 | -3 | .
CC1(c2nnc(-c3ccccc3)o2)CC(c2ccncc2)=NO1 (centres undefined) | 0 | .
CC1CCCCC1NC1=NCCS1 (centres undefined) | -4 | .
CCOCCCNC(=O)C1CCCN(S(=O)(=O)CC)C1 (centres undefined) | 13 | -3
CSc1nnc(-c2sccc2OCc2ccccc2)n1C | 27 | .
N/C(=N\c1nc2ccccc2o1)NC(=O)c1ccccc1NC(=O)c1ccccc1 | -11 | 10
CC(C)[C@H](NC(=O)c1ccco1)C(=O)OCC(=O)N1CCc2ccccc21 | -13 | .
CCOC(=O)C1=C(N)Oc2cc(C)oc(=O)c2C12C(=O)N1c3c(cc(OC)cc32)C(C)=CC1(C)C (centres undefined) | -3 | -10
COc1ccccc1NC(=O)/C(C#N)=C/C=C/c1ccco1 | 7 | .
O=C(CCc1nc(-c2ccc(Cl)cc2)no1)OCc1ccc(Br)cc1 | 7 | -56
Nc1nc(CSCCO)nc(Nc2ccccc2)n1 | -12 | .
Cc1ccc(-c2nc3cccnc3s2)cc1NS(=O)(=O)c1ccc2c(c1)OCCO2 | -11 | .
COc1ccc(C)c2sc(NC(=O)C3=COCCO3)nc12 | 5 | .
CC1(C)Cc2ccccc2-c2nc(NCCO)n(-c3ccccc3)c(=O)c21 | 51* | -3
Cc1cc(C)cc(CC2CC(=O)N(c3cc(C)on3)C2=O)c1 (centres undefined) | -5 | 0
COc1ccccc1NC(=O)COc1ccc(C(F)(F)F)cc1[N+](=O)[O-] | 7 | .
CCCCn1c(Cc2ccccc2)n[nH]c1=S | 0 | 23
CCOc1ccc(C(=O)OCC(=O)Nc2nc(OC)cc(OC)n2)cc1OCC | 6 | 17
CCC1CCCCN1Cc1nc2c(c(=O)n(C)c(=O)n2C)n1CC(C)C (centres undefined) | -8 | -3
CCOC(=O)C1CCN(C(=O)CN(c2ccc3c(c2)OCO3)S(C)(=O)=O)CC1 | -6 | -9
CC(=O)c1ccc(NC(=O)Oc2ccccc2)cc1 | 10 | .
COc1ccc(C(CNC(=O)c2ccc(OCC3CCCO3)cc2)N2CCOCC2)cc1 (centres undefined) | 11 | -7
CCOc1ccccc1NC(=O)N1CCC(C(=O)c2ccc(F)cc2)CC1 | -6 | .
O=C(NCc1ccc2c(c1)OCO2)c1ccc(-n2cnnn2)cc1 | -14 | -13
Cc1ccc(C)c(Cn2c(=O)n(CCCC(=O)NCc3ccco3)c(=O)c3sccc32)c1 | 6 | .

(more compounds)
SMILES | RmlC RmlD mix | HIV RNase H inh
CCC(C)Sc1nc2c(c(=O)[nH]c(=O)n2C)n1C (centres undefined) | -81 | 1
COC(=O)c1c(/N=C/NOCc2ccc(Cl)cc2)sc2c1CCN(c1ncc(C(F)(F)F)cc1Cl)C2 | -19 | .
COc1ccccc1NC(=O)C1=C(C)NC2=C(C(=O)CCC2)C1c1ccc2c(c1)OCO2 (centres undefined) | -24 | -56
O=C(O)CCC(=O)c1c[nH]c2ccccc12 | 6 | 0
CCN(CC)CCNC(=O)c1sc2nc(-c3ccccc3)cn2c1C | . | 1
CCOC(=O)c1cc2occc2n1CC(=O)N1CCCc2ccccc21 | -8 | -17
COc1cc(/C=N/NC(=O)C2c3ccccc3Oc3ccccc32)ccc1O | -9 | .
CCOC(=O)CCc1cccc2c1CCC2=O | 7 | 0
O=C(CCn1c(SCC(=O)c2ccccc2)nc2ccccc2c1=O)NCc1ccc(F)cc1 | 11 | .
CCOC(=O)CSc1nc2ccc(N)cc2s1 | -5 | .
CCN(CC)S(=O)(=O)c1ccc2oc(C(=O)O)c(C)c2c1 | -4 | -6
CCOC(=O)C1=C(c2cccc(Oc3ccccc3)c2)NC(=S)NC1C (centres undefined) | 16 | .
COc1ccc(-c2nc(CS(=O)CC(=O)NCc3cccnc3)c(C)o2)cc1OC (centres undefined) | -5 | -5
COc1ccc(C)c2sc(=NC(=O)C(C)C)n(C)c12 | -11 | 13
O=C(Cc1ccccc1)Oc1cccc(N2C(=O)CCC2=O)c1 | -7 | -10
Cn1c(=O)cc(OCC(=O)NCCCN2CCN(Cc3ccccc3)CC2)c2ccccc21 | -6 | -11
Cc1cccc(CS(=O)(=O)Cc2ccc(C(=O)N3CCC4(CC3)OCCO4)o2)c1 | -26 | -21
Cc1cccc(N2CCN(C(=O)CSCc3c(C)noc3C)CC2)c1C | . | 5
COC(=O)c1sc2ccc(C)cc2c1C(=O)OC | 1 | .
O=C1COc2ccc(-c3csc(=Nc4ccc(OC(F)F)cc4)n3CC3CCCO3)cc2N1 (centres undefined) | -3 | .
Cc1ccn2c(/C=N/OCc3ccc(F)cc3)c(-c3ccc(Cl)cc3)nc2c1 | -53 | .
COc1ccc(C2CC(=O)C3=C(C2)Nc2ncnn2C3c2ccccc2)cc1 (centres undefined) | -14 | -1
O=C(O)c1sc2cc(C(F)(F)F)cnc2c1-c1ccccc1 | -8 | .
CCn1c(CNC(=O)c2ccc(OC)c(OC)c2)nnc1SCC(=O)Nc1ccccc1 | . | -3
Cc1ccc(-c2ccc(=O)n(CCC(=O)NCc3ccccn3)n2)cc1 | 4 | -6

Other entries.
SMILES | RmlC RmlD mix | HIV RNase H inh
CC(=O)Nc1cnc(NC(=O)c2cccc(F)c2)cc1C | -4 | -1
O=c1cc(-c2ccccc2)oc2cc(O)cc(O)c12 | -7 | .
COc1cc(NC(=O)C2CCN(S(=O)(=O)c3cccnc3)CC2)cc(OC)c1OC | 9 | -6
O=C(Nc1cccc(F)c1)c1ccc(Br)o1 | -7 | .
O=C(c1ccccc1NS(=O)(=O)c1ccc2c(c1)OCCO2)N1CCOCC1 | -8 | .
COc1cccc(C(=O)CSc2nnc(CNc3nc(-c4ccccc4)cs3)n2C)c1 | -7 | -9
CCCCCCCCS(=O)c1sc2nc3c(cc2c1N)CCCC3 (centres undefined) | 6 | .
CCN(CC)c1ccc(NC(=O)c2c(OC)cccc2OC)c(C)c1 | 0 | 0
COc1cccc(C2CC(c3c(F)cccc3Cl)n3nc(N)nc3N2)c1 (centres undefined) | -3 | -1
O=C(CCCc1ccccc1)Nc1cccc2c1CCCC2 | 10 | .
Cc1ccc2nc(CSc3nc(C)ccc3C#N)[nH]c2c1 | -111 | .
COc1ccc(C(=O)Nn2c(SCC(=O)c3ccc(Cl)cc3)nc3ccccc3c2=O)cc1 | 4 | .
COc1ccc(OCCC(=O)N2CCCCC2)cc1 | . | -7
Cc1cc(-n2nc(C)cc2C)n2nc(C)c(-c3ccc(Cl)cc3)c2n1 | -6 | .
COc1ccc(-c2cc(C(F)(F)F)n3ncc(C(=O)O)c3n2)cc1OC | -8 | -1
Cc1ccc2c(c1)CN1CN2Cc2cc(C)ccc21 | -6 | -1
Cc1ccc(-c2nn3c(-c4cccc(Cl)c4)nnc3s2)cc1 | . | -6
CCCCN(CCCC)S(=O)(=O)c1ccc(NC(=O)c2cccs2)cc1 | 42 | .
CCOc1ccc2nc(NCCNC(=O)C(C)C)c(C)cc2c1 | 1 | -10
Cn1nccc1C(=O)Nc1ccc(Cl)cc1 | -42 | .
CC(=O)N1N=C(c2ccncc2)OC12CCCCCC2 | -8 | .
CCOC(=O)c1[nH]c2ccc(OCC)cc2c1NC(=O)CN1CCN(c2ccccn2)CC1 | 15 | -2
Cc1noc(C)c1S(=O)(=O)N1CCN(c2ccccc2)CC1 | 6 | .
CN1CCC(OC(c2ccccc2)c2ccccc2)CC1 | -10 | .
O=c1[nH]c(=O)n(Cc2ccc(F)cc2)c(O)c1C=NCCCN1CCOCC1 | 2 | -13

Reformatted with two lines to a compound: part of the list above.
Second line of a record – RmlC RmlD mix | HIV RNase H inh
- CCOC(=O)C1=C(c2cccc(Oc3ccccc3)c2)NC(=S)NC1C (centres undefined)
→ 16 | .
- COc1ccc(-c2nc(CS(=O)CC(=O)NCc3cccnc3)c(C)o2)cc1OC (centres undefined)
→ -5 | -5
- COc1ccc(C)c2sc(=NC(=O)C(C)C)n(C)c12
→ -11 | 13
- O=C(Cc1ccccc1)Oc1cccc(N2C(=O)CCC2=O)c1
→ -7 | -10

Screening data from PubChem.

An excerpt; the hit share may differ from the screen's.
